Screening data (PubChem BioAssay)
ABCB1 block: blocks JC-1 efflux by human ABCB1 transporter | hit rate 0.067% among 190,000 | CCRF-Adr cells, flow cytometry | P08183 | inhibition, % at 6.6 µM; in the data active = inhibition above about 40%;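 also: 0% = vehicle and 100% = reference inhibitor; higher value means more JC-1 retained so stronger ABCB1 efflux block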
ABCG2 block: human ABCG2 inhibition, ABCB1 as counter-screen; Q9UNQ0; hit rate 0.1% among 190,000; AID 1325; inhibition, % at 6.6 µM; IgMXP3 cells, JC-1 efflux, flow cytometry;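 active = inhibition above 80%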;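 also: 0% = DMSO and 100% = nicardipine control wells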
Target sequence (Q9UNQ0 whole entry, looked up): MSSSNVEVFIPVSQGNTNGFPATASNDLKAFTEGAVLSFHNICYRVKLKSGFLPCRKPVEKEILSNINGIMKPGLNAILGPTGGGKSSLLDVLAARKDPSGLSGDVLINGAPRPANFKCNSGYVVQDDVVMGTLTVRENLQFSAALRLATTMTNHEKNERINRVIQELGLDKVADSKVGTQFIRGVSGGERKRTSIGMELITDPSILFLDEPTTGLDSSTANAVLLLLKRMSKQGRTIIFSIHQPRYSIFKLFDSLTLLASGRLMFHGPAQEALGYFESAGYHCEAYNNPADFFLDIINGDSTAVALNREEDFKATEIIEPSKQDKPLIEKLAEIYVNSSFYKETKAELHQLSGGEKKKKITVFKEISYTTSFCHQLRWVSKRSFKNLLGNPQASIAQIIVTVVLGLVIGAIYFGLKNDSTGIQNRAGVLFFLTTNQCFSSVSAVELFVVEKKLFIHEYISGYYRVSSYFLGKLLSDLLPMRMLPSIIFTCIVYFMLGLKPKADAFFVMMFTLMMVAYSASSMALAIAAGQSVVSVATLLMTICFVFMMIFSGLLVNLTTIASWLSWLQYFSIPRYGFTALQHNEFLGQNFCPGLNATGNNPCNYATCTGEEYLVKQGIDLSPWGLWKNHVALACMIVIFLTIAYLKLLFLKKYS
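Measure – % inhibition of efflux relative to nicardipine and DMSO · Test system – ABCG2 IgMXP3 and barcoded ABCB1 CCRF-Adr cell mix · Control set – nicardipine as high control, DMSO as low control · Compound – one concentration, 6.6 µM final · Signal – flow cytometry of retained JC-1 fluorescence · Timing – 10 min exposure at 25 °C with rotation, no wash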
Avidin fluor: avidin bead compound fluorescence profile; AID 1775; hit rate 0.38% among 220,000; Avidin beads, compound fluorescence 488/530 nm, flow cytometry; hits give high values; fluorescence (KMESF) at 10 µM; in the data active = fluorescence above about 47; also: inactives centre near 10
GSH bead fluor: compound fluoresces at 488/530 nm on GSH beads | GSH beads flow cytometry, compound fluorescence 488/530 nm; hits give high values | fluorescence (KMESF) at 10 µM | hit rate 0.25% among 190,000; in the data active = fluorescence above about 89;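 also: glutathione beads carrying GST-tagged Bcl family fusion proteins plus one bare bead set; values are compound well signal with DMSO vehicle wells as background; inactives centre near 16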
Pf gamet viab: kills late stage P. falciparum gametocytes; inhibition, % at 10.9 µM; P. falciparum stage V gametocytes, ATP luminescence, 24 h; AID 743093; hit rate 0.065% among 150,000;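 active = inhibition above the mean plus 3 SD of compounds within the control limits, set per campaign, cut at about 38% in these data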;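 also: 0% = DMSO wells and 100% = medium only without gametocytes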
HRas wt GTP: modulators of GTP binding to human HRas wildtype. P01112. GST-Ras wt beads, Bodipy-FL-GTP binding, flow cytometry; actives lie on both sides. GTP binding activity, % at 10 µM. hit rate 0.14% among 190,000. AID 759;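 active = GTP binding activity at least 20% away from the 100% baseline, either lowered as inhibitor or raised as activator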;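 also: 0% = unlabeled GTP competition control and 100% = no-compound control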
Target sequence (P01112 whole entry, looked up): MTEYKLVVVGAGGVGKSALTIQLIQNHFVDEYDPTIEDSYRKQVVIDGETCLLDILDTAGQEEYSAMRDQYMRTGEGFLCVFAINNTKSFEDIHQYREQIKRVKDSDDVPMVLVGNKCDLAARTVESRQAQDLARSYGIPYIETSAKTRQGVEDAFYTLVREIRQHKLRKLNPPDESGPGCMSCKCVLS
Rac1 wt modul: modulators of human Rac1 wildtype GTP binding; GST-Rac1 beads, fluorescent GTP binding, flow cytometry; actives lie on both sides; 0 = cold GTP competed, 100 = untreated; hit rate 0.27% among 190,000; AID 757; P63000; GTP binding activity (% of control), % at 10 µM;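 active = GTP binding activity at least 20 points away from the 100% control level, either lower or higher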
Rab2 wt GTP: changes GTP binding to wildtype dog Rab2A, up or down | GTP binding activity, % at 10 µM | P61105 | hit rate 0.19% among 190,000 | GST-Rab2 wt beads, Bodipy-GTP binding, flow cytometry;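 active = GTP binding activity at least 20 points away from 100%, either lowered or raised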;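 also: 0% = beads with excess unlabeled GTP and 100% = no-compound control corrected for plate trend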
Rab7 wt GTP bind: alters GTP binding to wildtype dog Rab7; GST-Rab7 beads, fluorescent GTP binding, flow cytometry; actives lie on both sides; untreated = 100%, excess cold GTP = 0%; GTP binding activity (percent of control), % at 10 µM; hit rate 0.055% among 190,000;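 active = fluorescent GTP binding to Rab7 beads changed by at least 20 points from the 100% baseline, either direction, mostly lower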;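 also: median green fluorescence of bound Bodipy-FL-GTP per Rab7 bead population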
Rac1 act GTP bind: human Rac1 activated mutant GTP binding change; AID 764; P63000; percent activity (GTP binding), % at 10 µM; GST-Rac1 activated beads, fluorescent GTP binding, flow cytometry; actives lie on both sides; 100% means binding = to untreated wells; hit rate 0.11% among 190,000;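 active = GTP binding at least 20 percentage points away from the 100% baseline, in either direction, so actives lie on both sides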
Cdc42 wt: human Cdc42 wildtype GTP binding change, either direction. P60953. GST-Cdc42 beads, Bodipy-GTP binding, flow cytometry; actives lie on both sides. percent activity (GTP binding), % at 10 µM. hit rate 0.2% among 190,000. AID 761;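 active = percent activity GTP binding at least 20 points away from the 100% baseline, either down as inhibitor or up as activator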;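 also: median bead fluorescence of bound Bodipy-FL-GTP at 100 nM; 0% = excess unlabeled GTP control and 100% = no compound control; below 100% means less GTP binding so inhibitor and above means activator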
Target sequence (P60953 whole entry, looked up): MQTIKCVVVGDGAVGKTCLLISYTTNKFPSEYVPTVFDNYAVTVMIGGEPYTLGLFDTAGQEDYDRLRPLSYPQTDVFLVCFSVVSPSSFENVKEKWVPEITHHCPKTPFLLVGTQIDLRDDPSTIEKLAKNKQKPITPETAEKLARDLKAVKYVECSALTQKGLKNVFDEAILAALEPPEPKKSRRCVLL
* hit, by the source's call; . = no result given; [ ] = another dose, or the depositor's remark. The order is random, and some 1.1% of all compounds hit somewhere here.

SMILES	ABCB1 block	ABCG2 block	Avidin fluor	GSH bead fluor	Pf gamet viab	HRas wt GTP	Rac1 wt modul	Rab2 wt GTP	Rab7 wt GTP bind	Rac1 act GTP bind	Cdc42 wt
CN(C)NC1CCS(=O)(=O)C1 (stereo not given)	-0.1	0	36	17	.	99	98	99	99	97	99
CC12/C(=N/O)C3C4CC5C3/C(=N/O)C1C5C42 (stereo not given)	0.7	1	9	19	-2	102	102	102	100	98	107
Cc1ccc(-n2cc(C(=O)O)c(=O)cc2C)c(C)c1	2.8	8	12	14	18	95	96	98	95	95	96
Cc1cc(NC(=S)NC(=O)C2CC2)ccc1Br	-0.3	-1	14	13	-18	93	96	93	93	96	97
COc1ccc(CN(C)Cc2nc3cc(OC)c(OC)cc3c(=O)[nH]2)c(OC)c1	0.6	3	9	14	-20	98	96	102	108	97	105
O=C(/C=C/c1ccccc1)Nc1ccc(C(=O)N2CCCCC2)cc1	0.4	4	10	10	-7	95	98	97	99	96	95
COc1ccc(-c2nc(CN(C)C(C)c3ccon3)c(C)o2)c(C)c1C (stereo not given)	0.6	1	15	18	-2	100	99	102	107	97	99
CCc1ccc(C(=O)CN2C(=O)NC(C)(CCc3ccccc3)C2=O)cc1 (stereo not given)	0.9	1	7	20	-5	99	101	98	99	99	102
CSC1=C(C#N)C(c2ccncc2)C(C(=O)Nc2ccccc2)=C(C)N1 (stereo not given)	1.1	3	8	13	.	100	102	101	106	94	100
CCCCN(CC)Cc1ccc(CNC(=S)Nc2cccc(F)c2)o1	0.9	15	6	16	-1	98	100	98	95	98	95
C=CCNC(=O)CC1C(=O)NCCN1Cc1c(F)cccc1Cl (stereo not given)	0.2	0	12	14	-21	100	103	97	103	97	97
CN1CCN(CC(=O)Nc2cc(N3CCOCC3)ccc2[N+](=O)[O-])CC1	0.5	5	9	12	17	102	107	101	102	102	106
O=C(OCc1nnc(-c2ccccc2)o1)c1ccc2ccccc2n1	0.0	1	10	35	.	98	99	97	99	96	99
Cc1cccc(NC(=O)c2cc(NC(=O)C3CC=CCC3C(=O)O)ccc2N2CCOCC2)c1 (stereo not given)	0.8	1	17	23	-39	100	101	102	102	100	102
O=C(Cn1cnc2c(nnn2Cc2ccccc2F)c1=O)NCC1CCCO1 (stereo not given)	0.2	0	14	22	.	109	120*[activator]	126*[activator]	109	104	118
Cc1nc2ncnn2c(N2CCCC(C(=O)Nc3ccc4c(c3)CCC4)C2)c1C (stereo not given)	1.0	4	13	8	.	95	99	94	92	97	100
CSc1cccc(NC(=O)CCNC(=O)c2ccco2)c1	0.0	2	18	64	-15	103	103	107	108	100	104
Fc1ccc(Cn2nnnc2CN2CCN(C3CCCCC3)CC2)cc1	0.3	1	10	11	.	106	110	107	106	102	109
COc1cc(C(Nc2ccccn2)c2ccc3ccc(C)nc3c2O)cc(OC)c1O (stereo not given)	-0.5	-1	7	15	.	105	107	104	105	101	102
Nc1nc(-c2cccc(NS(=O)(=O)c3ccccc3)c2)cs1	0.3	2	39	10	.	99	101	99	98	100	99
CCc1nnc(NCC(=O)N2CCc3ccccc32)s1	1.1	4	19	23	-4	107	105	106	105	100	108
O=C(N/C(=C/c1ccc(Br)cc1)c1nc2ccccc2[nH]1)c1ccco1	0.4	1	13	16	.	92	92	93	88	93	93
COc1ccccc1NC(=S)NCCc1ccc(S(N)(=O)=O)cc1	0.0	3	8	12	16	101	106	100	97	97	92
CC1CCCCC1NC(=O)Cn1ncc2ccccc21 (stereo not given)	0.2	2	8	22	.	101	102	99	100	100	100
CN(C)/C=N/c1nc(-c2ccc3c(c2)OCO3)cs1	0.8	8	13	14	.	97	101	95	95	94	97
COc1cc(C2CC(=O)Oc3c2c(=O)n(C)c2ccccc32)cc(OC)c1OC (stereo not given)	-0.1	1	20	11	-3	95	94	95	104	93	91
O=C(CC(C(=O)N1CCc2ccccc21)n1ccnc1)N1CCc2ccccc2C1 (stereo not given)	1.6	4	10	16	.	100	99	99	99	97	98
CCc1ccc(OCc2ccc(C(=O)NCc3ccccn3)o2)cc1	-0.9	24	16	28	.	99	108	98	103	96	100
NS(=O)(=O)c1cc(C(=O)OCC(=O)c2ccc3c(c2)OCCO3)ccc1Cl	1.8	10	51*	15	-20	101	99	100	104	94	101
CC(=O)c1c(C)[nH]c(C(=O)NCCN2CCC(C)CC2)c1C	0.2	1	8	16	.	100	102	100	102	98	101

Entries above printed as active in Avidin fluor:
SMILES	ABCB1 block	Avidin fluor	GSH bead fluor	HRas wt GTP	Rac1 wt modul	Rab2 wt GTP	Rab7 wt GTP bind	Rac1 act GTP bind	Cdc42 wt
NS(=O)(=O)c1cc(C(=O)OCC(=O)c2ccc3c(c2)OCCO3)ccc1Cl	1.8	51*	15	101	99	100	104	94	101

Other entries.
SMILES	ABCB1 block	ABCG2 block	Avidin fluor	GSH bead fluor	Pf gamet viab	HRas wt GTP	Rac1 wt modul	Rab2 wt GTP	Rab7 wt GTP bind	Rac1 act GTP bind	Cdc42 wt
CC(NC(=O)/C(=C/c1cccc([N+](=O)[O-])c1)NC(=O)c1ccco1)C(=O)O (stereo not given)	.	-2	14	10	.	100	101	97	102	98	101
COc1ccc(O)c(/C=N/NC(=O)c2c(C)nnn2-c2nonc2N)c1	-0.1	2	9	18	9	97	99	98	99	97	99
O=C(Nc1ccccn1)c1csc2c1CCCC2	0.2	4	7	33	7	98	101	96	98	96	98
CC(C)CC(C(=O)NC(C)(C)C)N(Cc1cccs1)C(=O)c1snc(C(N)=O)c1N (stereo not given)	4.5	9	25	12	13	98	101	97	102	95	98
C=CCn1c(SCC)nc2sc3c(c2c1=O)CCc1ccccc1-3	0.3	4	9	8	16	101	98	104	104	98	98
COc1cc(C(=O)OCC(=O)N2CCCCC2C)ccc1OCc1c(C)noc1C (stereo not given)	1.6	13	18	12	-4	96	95	96	105	97	92
Cc1ccc(C(=O)N/C(=C/c2cccs2)C(=O)NCCCn2ccnc2)cc1	1.0	7	3	12	-16	98	108	100	99	100	100
O=C(CN1CCC(NC(=O)Cc2ccccc2)CC1)Nc1ccccc1Br	0.7	8	13	14	.	101	104	100	103	102	103
O=C(NC(=S)NCCCN1CCOCC1)c1cccc2ccccc12	-0.1	0	9	16	1	99	104	105	98	98	105
COc1ccc(NC(=O)Nc2ccccc2F)c(C)c1	2.6	24	9	9	-6	98	99	97	104	96	97
COc1ccc2c3c(cccc13)N(C)N=C2C	0.5	3	23	5	12	99	94	95	99	92	96
Cc1ccc(NC(=O)c2sccc2-n2cccc2)c(Cl)c1	0.0	1	5	19	4	94	94	92	88	96	94
O=C(NC(=O)c1ccccc1)OCCN1C(=O)c2ccccc2C1=O	0.5	2	11	14	3	100	102	99	104	98	99
O=C(c1ccccc1)N1CCC(O)(c2ccc3c(c2)OCO3)CC1	0.6	3	5	17	.	104	106	100	99	100	107
O=[N+]([O-])c1ccc(Nc2ccc(Cl)cc2)nc1	-1.6	52	9	15	22	95	101	95	96	96	97
O=C(CSc1ncn(-c2ccccc2)n1)N1CCc2ccccc21	0.3	7	10	11	.	102	102	100	99	98	103
O=C(CSc1nnc(COc2ccc(Cl)cc2)o1)N1CCN(c2ccccc2)CC1	0.9	4	22	14	.	99	103	100	97	97	104
C/C(=N\Nc1ncc(Cl)cc1Cl)c1ccccn1	2.3	19	11	18	.	94	94	93	95	96	97
O=C(Oc1cccc2cccnc12)c1cccs1	0.8	13	11	27	.	101	102	98	99	96	101
COc1cccc(-c2nnn(CCC(=O)O)n2)c1	-2.7	-3	14	25	6	98	95	98	97	95	98
CCn1c2ccccc2c2cc(NC(=O)CSc3nnc(-c4ccccc4)o3)ccc21	-0.4	-1	9	11	.	100	106	101	99	100	101
O=C(NCc1ccc2c(c1)OCO2)c1ccc(CSCc2ccc(Cl)cc2)o1	0.3	6	12	4	-18	94	97	94	92	93	95
CCc1ccc2c(c1)C(c1ccncc1)=NNC(c1ccccc1)=N2	0.8	5	11	24	2	95	96	96	96	94	94
c1ccc(-c2csc(=Nc3cccnc3)n2CC2CCCO2)cc1 (stereo not given)	-1.3	-1	14	11	-11	101	105	100	97	101	100
COc1ccc(C)cc1NC(=O)C(NCC1CCCO1)c1ccccc1 (stereo not given)	7.1	19	6	9	-5	98	101	100	101	97	97
Cc1cc(C)n(-c2ccc(C(=O)Nc3ccc4c(c3)OCO4)cc2)n1	0.1	22	4	56	.	98	108	100	100	97	102
Cc1ccc(OCC(=O)NNC(=O)c2cc3ccccc3o2)cc1	1.4	5	4	54	.	101	94	97	96	93	98
CC(=O)Nc1ccc(NC(C)=O)s1	0.2	1	11	34	.	104	108	100	101	100	109
O=C(c1ccco1)N1CCN(S(=O)(=O)/C=C/c2ccccc2)CC1	0.4	2	11	11	-17	97	99	97	95	97	97
O=C(Nc1cccc2c1C(=O)NC2=O)c1cccnc1Cl	0.5	3	10	16	-2	100	100	96	101	95	94

Carrying on:
SMILES	ABCB1 block	ABCG2 block	Avidin fluor	GSH bead fluor	Pf gamet viab	HRas wt GTP	Rac1 wt modul	Rab2 wt GTP	Rab7 wt GTP bind	Rac1 act GTP bind	Cdc42 wt
CC(Sc1nnnn1C)C(=O)Nc1ccccc1-c1ccccc1 (stereo not given)	0.4	1	5	14	2	101	110	100	97	100	100
Cc1ccccc1N1CCN(C(=S)c2ccc([N+](=O)[O-])cc2)CC1	0.7	7	1	5	-9	105	106	102	100	103	102
O=C(NC(=S)Nc1ccc(NC(=O)c2ccco2)cc1)c1ccccc1	-1.4	-5	11	11	-9	103	107	103	99	102	104
CCOC(=O)c1cn(Cc2ccc(C)cc2)nn1	0.5	1	4	11	.	100	101	97	99	100	101
N#Cc1c(SCC(=O)N2CCOCC2)nsc1SCC(=O)N1CCOCC1	0.0	-1	14	33	.	98	99	99	98	98	97
Cc1cc2cc(CNC(=O)c3ccc(S(=O)(=O)N4CCCC4)cc3)ccc2n1C	0.7	1	4	17	.	102	108	103	98	102	103
COC(=O)c1cn(C(=O)c2ccccc2)c2ccccc12	1.0	10	11	21	8	95	98	97	97	93	95
COc1ccc2c(c1)c1nc(SCC(C)C)n(CCO)c(=O)c1n2C	0.4	1	3	21	.	95	101	97	94	97	97
Cc1ccc(C)c(C2=CSC3=NS(=O)(=O)CCN23)c1	1.2	10	27	25	.	99	103	100	99	98	100
CC(C)COP(=O)(c1ccc(N(C)C)cc1)C(O)c1ccccc1F (stereo not given)	0.7	3	30	22	2	102	104	99	99	101	103

Single entries from above.
Result for `CCOC(=O)c1cn(Cc2ccc(C)cc2)nn1` under Avidin fluor: 4
Result for `N#Cc1c(SCC(=O)N2CCOCC2)nsc1SCC(=O)N1CCOCC1` under ABCG2 block: -1
